ROS inducer – raises reactive oxygen species in U2OS cancer cells | U2OS ROS induction, H2DCF-DA fluorescence | ROS induction (% of piperlongumine), % at 10 µM | 2% of 46,000 active | AID 624156; in the data active means ROS induction above about 79%, passing the limit was not always enough; inconclusive means no clear call, values can overlap the other calls;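 further: 0% = DMSO vehicle median and 100% = reference compound median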
* hit, by the source's call; ? = inconclusive. These rows are one share of the data; count on the stated rates, not on these rows.

Cc1cc(C(=O)Nc2cccc3c2O[C@H](CN(C)Cc2ccc(C(F)(F)F)cc2)[C@H](C)CN([C@H](C)CO)C3=O)n(C)n1
- ROS inducer: -4

C[C@@H]1CN([C@H](C)CO)C(=O)c2cccc(NC(=O)c3cnccn3)c2O[C@@H]1CN(C)Cc1ccc(-c2ccccc2)cc1
- ROS inducer: 8

C[C@@H]1CN([C@@H](C)CO)C(=O)c2cccc(NC(=O)Nc3ccc(C(F)(F)F)cc3)c2O[C@H]1CN(C)Cc1ccncc1
- ROS inducer: 1

NC(=O)CSc1nnc(SCc2cccc3ccccc23)s1
- ROS inducer: -2

C[C@H](CO)N1C[C@H](C)[C@H](CN(C)S(C)(=O)=O)Oc2ccc(NS(=O)(=O)c3ccccc3)cc2CC1=O
- ROS inducer: 22

CC1(C)C(=O)[C@@H]2O[C@@H]2[C@@]2(C)C1CC(=O)[C@]1(C)C2CC[C@@]2(C)[C@H](c3ccoc3)OC(=O)[C@H]3O[C@]321 (some centres not stated)
- ROS inducer: 8

C=CCn1cnc2c(cnn2-c2ccc(F)cc2)c1=O
- ROS inducer: 4

Cc1noc(C)c1NC(=O)N(C)C[C@H]1OCCCC[C@@H](C)Oc2ccc(NS(=O)(=O)c3cn(C)cn3)cc2C(=O)N([C@H](C)CO)C[C@@H]1C
- ROS inducer: 14

COC(CC(c1c(O)cc2cc(C)oc(=O)c2c1O)c1c(O)cc2cc(C)oc(=O)c2c1O)C(=O)O (configuration not stated)
- ROS inducer: -1

Cc1ccc(CSc2nc3ccccc3c3nc(CCc4c(C)n[nH]c4C)nn23)cc1
- ROS inducer: 12

O=C(CSc1nnc(-c2cccc(Br)c2)n1-c1ccccc1)Nc1ccc(Cl)cc1
- ROS inducer: -7

COc1ccc(S(=O)(=O)Nc2ccc3c(c2)CC(=O)N([C@H](C)CO)C[C@H](C)[C@H](CN(C)Cc2ccc(C(F)(F)F)cc2)O3)cc1
- ROS inducer: 18

CC(C)(C)c1ccc(SCC(O)CSc2nc3c(cc2C#N)CCCC3)cc1 (configuration not stated)
- ROS inducer: -1

Cn1c(Cc2cccs2)nnc1SCC(=O)N1CCCc2ccccc21
- ROS inducer: -5

O=C1O[C@@H](c2ccccc2)[C@@H](c2ccccc2)N2[C@@H](c3ccccc3OCCO)[C@]3(C(=O)Nc4ccc(C#CC5(O)CCCCCC5)cc43)[C@@H](C(=O)NC[C@H](O)c3ccccc3)[C@H]12
- ROS inducer: 60

C[C@H]1CN([C@@H](C)CO)C(=O)Cc2cc(NS(=O)(=O)c3cccs3)ccc2O[C@@H]1CN(C)Cc1ccccc1
- ROS inducer: 6

Cc1noc(C)c1NC(=O)N(C)C[C@H]1OCCCC[C@@H](C)Oc2ccc(NC(=O)Nc3cccc4ccccc34)cc2C(=O)N([C@H](C)CO)C[C@@H]1C
- ROS inducer: 46

N#CC1(NC(=O)c2cc3ccccc3oc2=O)CCCCC1
- ROS inducer: 7

Cc1nnc(SCC(=O)Nc2ccc([N+](=O)[O-])cc2)s1
- ROS inducer: -17

CC(C)[C@@H]1CC[C@@]2(C)CCC[C@@](C)(O)[C@@H]2[C@H]1OC(=O)/C=C/c1ccccc1
- ROS inducer: -5

By substructure, the entries above containing a CF3 group.
Cc1cc(C(=O)Nc2cccc3c2O[C@H](CN(C)Cc2ccc(C(F)(F)F)cc2)[C@H](C)CN([C@H](C)CO)C3=O)n(C)n1
- ROS inducer: -4

C[C@@H]1CN([C@@H](C)CO)C(=O)c2cccc(NC(=O)Nc3ccc(C(F)(F)F)cc3)c2O[C@H]1CN(C)Cc1ccncc1
- ROS inducer: 1

COc1ccc(S(=O)(=O)Nc2ccc3c(c2)CC(=O)N([C@H](C)CO)C[C@H](C)[C@H](CN(C)Cc2ccc(C(F)(F)F)cc2)O3)cc1
- ROS inducer: 18

Carrying on.
CNC[C@@H]1Oc2ccc(NC(=O)Nc3cccc4ccccc34)cc2CC(=O)N([C@H](C)CO)C[C@@H]1C
- ROS inducer: 4

N#C/C(=C\Nc1cc(C(F)(F)F)cc(C(F)(F)F)c1)S(=O)(=O)c1ccccn1
- ROS inducer: 10

Cc1ccc(S(=O)(=O)Nc2ccc3c(c2)C(=O)N([C@H](C)CO)C[C@@H](C)[C@@H](CN(C)S(C)(=O)=O)O3)cc1
- ROS inducer: 6

Cc1ccnc(NS(=O)(=O)c2ccc(NC(=O)C34CCC5CC(CC(C5)C3)C4)cc2)n1
- ROS inducer: -4

COC1=CC(=O)CC(C)C12Oc1cc(OC)cc(OC)c1C2=O (configuration not stated)
- ROS inducer: -14

COc1ccc(NC(=O)N(C)C[C@@H]2Oc3ccc(NS(=O)(=O)c4cccs4)cc3C(=O)N([C@@H](C)CO)C[C@@H]2C)cc1
- ROS inducer: 3

O=C(NCc1ccco1)c1ccc2c(c1)C(=O)N(Cc1cccnc1)C2=O
- ROS inducer: -9

C[C@H]1CN([C@@H](C)CO)C(=O)c2cc(NC(=O)Cc3ccccc3)ccc2O[C@@H]1CN(C)CC1CCCCC1
- ROS inducer: -3

FC(F)(F)c1cccc(-n2c(-c3ccncc3)n[nH]c2=S)c1
- ROS inducer: -2

C[C@@H]1CN([C@H](C)CO)C(=O)c2cccc(NC(=O)c3cnccn3)c2O[C@@H]1CN(C)CC1CCCCC1
- ROS inducer: 7

CCn1c(SCC(=O)Nc2ccc(Cl)c(Cl)c2)nnc1-c1ccc(Br)cc1
- ROS inducer: -6

C[C@H]1CN([C@@H](C)CO)C(=O)Cc2cc(NC(=O)Nc3ccc(C(F)(F)F)cc3)ccc2O[C@H]1CN(C)Cc1ccc(C(=O)O)cc1
- ROS inducer: -19

C[C@H]1CN([C@@H](C)CO)C(=O)c2cc(NC(=O)Nc3cccc4ccccc34)ccc2O[C@H]1CN(C)S(=O)(=O)c1cn(C)cn1
- ROS inducer: -4

C[C@H](CO)N1C[C@H](C)[C@@H](CN(C)C(=O)Nc2ccc3c(c2)OCO3)Oc2ccc(NC(=O)Nc3ccc4c(c3)OCO4)cc2C1=O
- ROS inducer: -6

C[C@@H]1CCCCO[C@H](CN(C)C(=O)Nc2cccc3ccccc23)[C@@H](C)CN([C@H](C)CO)C(=O)c2cc(NC(=O)c3ccccc3)ccc2O1
- ROS inducer: 75

CCOC(=O)Cn1nc(C(F)(F)F)c(Br)c1C1CC1
- ROS inducer: -17

Cc1ccc(S(=O)(=O)N(C)C[C@H]2Oc3ccc(NC(=O)CCC(F)(F)F)cc3C(=O)N([C@@H](C)CO)C[C@H]2C)cc1
- ROS inducer: 5

COc1cccc(S(=O)(=O)N(C)C[C@H]2OCc3cn(nn3)CCCC(=O)N([C@@H](C)CO)C[C@H]2C)c1
- ROS inducer: -3

CCCCc1cc(=O)oc2cc(OCC(=O)c3ccc(F)cc3)ccc12
- ROS inducer: -11

C[C@@H]1CCCCO[C@@H](CN(C)Cc2ccccc2)[C@@H](C)CN([C@H](C)CO)C(=O)c2cc(NC(=O)CCCCCC(=O)Nc3ccccc3N)ccc2O1
- ROS inducer: 17

C[C@@H]1CN([C@@H](C)CO)C(=O)c2cc(NC(=O)Nc3ccc4c(c3)OCO4)ccc2O[C@@H]1CN(C)CC1CCCCC1
- ROS inducer: 8

CC(C)N(Cc1nc(-c2ccccc2)no1)C(=O)c1ccc([N+](=O)[O-])cc1
- ROS inducer: -5

Cc1nc(-c2ccccc2)c(-c2ccncc2)o1
- ROS inducer: -7

COc1ccc(S(=O)(=O)Nc2cccc3c2O[C@H](CN(C)S(=O)(=O)c2ccccc2)[C@H](C)CN([C@H](C)CO)C3=O)cc1
- ROS inducer: -7

CC(C)(C)C1CC=C2[C@H](C1)[C@@H](c1ccsc1)C(C#N)=C(N)C2(C#N)C#N (some centres not stated)
- ROS inducer: 25

O=C(NCc1ccc2c(c1)OCO2)c1ccc(Cl)cc1
- ROS inducer: 0

C[C@@H]1CN([C@@H](C)CO)C(=O)CCCn2nncc2CO[C@@H]1CN(C)C(=O)Nc1ccc(N2CCN(C)CC2)cc1
- ROS inducer: 14

Cc1noc(C)c1NC(=O)N(C)C[C@@H]1Oc2c(NS(=O)(=O)c3ccc(F)cc3)cccc2C(=O)N([C@@H](C)CO)C[C@H]1C
- ROS inducer: -6

O=C(Nc1ccccc1C(=O)OCc1cccc([N+](=O)[O-])c1)c1ccccc1
- ROS inducer: 26

C/C1=C/[C@H]2OC(=O)[C@@H](C)[C@@H]2[C@H](O)C/C(CO)=C\CC1
- ROS inducer: 60

C[C@@H]1CN([C@H](C)CO)C(=O)Cc2cc(NS(=O)(=O)c3ccc(Cl)cc3)ccc2O[C@H]1CN(C)C(=O)Nc1ccc2c(c1)OCO2
- ROS inducer: 4

COC(=O)c1ccccc1NC(=O)CSc1nc2cc(Cl)ccc2s1
- ROS inducer: -29

O=C(N/N=C/c1ccc([N+](=O)[O-])o1)c1ccc(O)cc1
- ROS inducer: -6

CNC[C@H]1Oc2ccc(NC(=O)Cc3cn(C)c4ccccc34)cc2C(=O)N([C@H](C)CO)C[C@@H]1C
- ROS inducer: -8

CC(C)NC(=O)N(C)C[C@@H]1Oc2c(NC(=O)Nc3ccc(C(F)(F)F)cc3)cccc2C(=O)N([C@H](C)CO)C[C@@H]1C
- ROS inducer: ?

C[C@H]1CN([C@@H](C)CO)C(=O)Cc2cc(NC(=O)c3ccncc3)ccc2O[C@H]1CN(C)S(=O)(=O)c1ccc(Cl)cc1
- ROS inducer: 14

C=CCSc1nnc2c(n1)OC(c1ccc(-c3ccc(F)cc3)o1)N(C(C)=O)c1ccccc1-2 (configuration not stated)
- ROS inducer: 118*

O=C1CCc2cc(C3=CSC4=NCCN34)ccc2N1
- ROS inducer: -14

COc1ccc(OC)c(NC(=O)c2ccc(Cl)c(S(=O)(=O)Nc3ccc(C)cc3)c2)c1
- ROS inducer: 14

C[C@H](CO)N1C[C@H](C)[C@@H](CN(C)C(=O)Nc2cccc3ccccc23)Oc2ccc(NC(=O)Cn3cnnn3)cc2C1=O
- ROS inducer: 5

C[C@@H]1CN([C@@H](C)CO)C(=O)c2cc(NC(=O)Nc3ccc(C(F)(F)F)cc3)ccc2O[C@@H]1CN(C)Cc1ccc2c(c1)OCO2
- ROS inducer: 1

COc1ccc(S(=O)(=O)Nc2ccc3c(c2)C(=O)N([C@H](C)CO)C[C@H](C)[C@H](CN(C)Cc2ccc4c(c2)OCO4)OCCCC[C@@H](C)O3)cc1
- ROS inducer: 65

C[C@@H]1CN([C@@H](C)CO)C(=O)Cc2cc(NS(=O)(=O)c3cccs3)ccc2O[C@@H]1CN(C)S(=O)(=O)c1ccccc1
- ROS inducer: -8

CC(C)NC(=O)N(C)C[C@@H]1Oc2c(NS(C)(=O)=O)cccc2C(=O)N([C@@H](C)CO)C[C@H]1C
- ROS inducer: -4

Cc1noc(C)c1NC(=O)Nc1cccc2c1O[C@@H](CN(C)Cc1ccc(C(=O)Nc3ccccc3N)cc1)[C@H](C)CN([C@@H](C)CO)C2=O
- ROS inducer: -3

CCN(CC(=O)Nc1ccccc1SC)S(=O)(=O)c1ccc2ccccc2c1
- ROS inducer: -5

C[C@H](CO)N1C[C@H](C)[C@H](CN(C)CC2CC2)Oc2ccc(NS(C)(=O)=O)cc2C1=O
- ROS inducer: -9

C[C@@H]1CN([C@@H](C)CO)C(=O)Cc2cc(NC(=O)C3CCCCC3)ccc2O[C@@H]1CN(C)S(=O)(=O)c1ccc(Cl)cc1
- ROS inducer: 4

CC(C)Sc1nc(-c2cccs2)cc(C(F)(F)F)c1C#N
- ROS inducer: 8

Oc1[nH]c2ccccc2c1C=NCc1ccccc1
- ROS inducer: -12

Cc1noc(C)c1NC(=O)Nc1ccc2c(c1)C(=O)N([C@H](C)CO)C[C@H](C)[C@H](CN(C)C(=O)Nc1ccc(C(F)(F)F)cc1)O2
- ROS inducer: 1

Cc1cc(C(=O)Nc2cccc3c2O[C@H](CN(C)S(=O)(=O)c2cn(C)cn2)[C@H](C)CN([C@@H](C)CO)C3=O)n(C)n1
- ROS inducer: 1

Cc1ccc(S(=O)(=O)Nc2ccc3c(c2)CC(=O)N([C@@H](C)CO)C[C@H](C)[C@H](CN(C)C(=O)Nc2c(C)noc2C)O3)cc1
- ROS inducer: 1

COc1cc([C@H]2OC[C@H]3[C@@H]2CO[C@@H]3c2cc(OC)c(O[C@@H]3O[C@H](CO)[C@@H](O)[C@H](O)[C@H]3O)c(OC)c2)cc(OC)c1O
- ROS inducer: 8

C[C@H]1CN([C@@H](C)CO)C(=O)c2cc(NC(=O)Nc3ccc(F)cc3)ccc2O[C@@H]1CN(C)Cc1ccc(-c2ccccc2)cc1
- ROS inducer: 10

N#C/C(=C\c1ccc(O)c(O)c1)C(=O)NCCCc1ccccc1
- ROS inducer: -12

Cc1scc(C(=O)NCCc2ccc(S(N)(=O)=O)cc2)c1-c1ccccc1
- ROS inducer: -9

COC(=O)CNC(=O)c1cc(OC)c(OC)c(OC)c1
- ROS inducer: 18

O=C(NCc1cccc(Cl)c1)c1cnc2ccccn2c1=O
- ROS inducer: -1

C[C@H]1CN([C@@H](C)CO)C(=O)CCCn2nncc2CO[C@@H]1CN(C)C(=O)C1CCCCC1
- ROS inducer: 9

C[C@@H]1CN([C@H](C)CO)C(=O)c2cc(NC(=O)C3CC3)ccc2O[C@@H]1CN(C)S(=O)(=O)c1ccc(Cl)cc1
- ROS inducer: -3

C[C@@H]1CN([C@H](C)CO)C(=O)c2cc(NC(=O)Cc3cn(C)c4ccccc34)ccc2O[C@@H]1CN(C)Cc1ccc(-c2ccccc2)cc1
- ROS inducer: 25

C[C@H](CO)N1C[C@H](C)[C@H](CN(C)S(=O)(=O)c2ccccc2)Oc2ccc(N(C)C)cc2CC1=O
- ROS inducer: -11

COc1ccc(S(=O)(=O)N(C)C[C@H]2Oc3c(NC(=O)c4ccncc4)cccc3C(=O)N([C@@H](C)CO)C[C@@H]2C)cc1
- ROS inducer: -5

Cn1c(SCC(=O)Nc2ccccc2F)nnc1-c1cc2ccccc2o1
- ROS inducer: 38

COc1ccc(CN(C)C[C@@H]2Oc3ccc(NC(=O)NC(C)C)cc3CC(=O)N([C@H](C)CO)C[C@H]2C)cc1
- ROS inducer: 30

C[C@@H]1CN([C@@H](C)CO)C(=O)c2cccc(NS(=O)(=O)c3ccccc3)c2O[C@@H]1CN(C)Cc1ccncc1
- ROS inducer: -9

COc1ccc(S(=O)(=O)N(C)C[C@H]2Oc3c(NC(=O)C4CCCCC4)cccc3C(=O)N([C@H](C)CO)C[C@@H]2C)cc1
- ROS inducer: -2

C[C@H]1CN([C@@H](C)CO)C(=O)Cc2cc(NC(=O)C3CCCCC3)ccc2O[C@@H]1CN(C)S(=O)(=O)c1ccc(F)cc1
- ROS inducer: 1
